HIV peptide binding = inhibitors of HIV fusion peptide binding, primary screen, biochemical, uHTS, fluorescence dequenching (AID 1986); cell-free peptide binding, fluorescence dequenching, 30 min; higher % means a stronger effect; inhibition, % at 20 µM; hits with a dose series show IC50 in µM; 0.3% of 290,000 active; in the data active means inhibition mostly above about 52%, no sharp cut-off; inactive means mostly below about 76%; further: some results filed as inactive read as strong as hits
AID2073 = inhibitors of Mint1-CaV2.2 protein interaction, biochemical, HTRF (AID 2073). inhibition, % at 20 µM, or IC50 in µM where a hit was titrated. Voltage-dependent N-type calcium channel subunit alpha-1B (Homo sapiens). HTRF protein-protein interaction, Mint1-CaV2.2; higher % means a stronger effect. 0.19% of 290,000 active; in the data active means inhibition mostly above about 51%, no sharp cut-off; inconclusive means no clear call, values can overlap the other calls; inactive means mostly below about 53%; further: some results filed as inactive read as strong as hits
Siah-1 displacement = Siah-1 peptide-binding antagonists, primary screen, biochemical, fluorescence polarization, rhodamine-plectin, uHTS (AID 1817); E3 ubiquitin-protein ligase SIAH1 (Homo sapiens); Siah-1 / rhodamine-plectin peptide fluorescence polarization; higher % means a stronger effect; 0.02% of 290,000 active; one-dose displacement, % at 20 µM; IC50 in µM for titrated hits;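 active means displacement of at least 50% at 20 µM, with a fluorescence ratio check between 0.3 and a set limit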;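 further: plate controls were Siah plus tracer with DMSO for no effect and tracer alone without Siah for full effect; strong numbers were not always called active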
Dengue-2 NS5 capping = Dengue-2 NS5 methyltransferase inhibitors, primary screen, biochemical, confirmation dose response (AID 588689); Dengue-2 NS5 methyltransferase capping enzyme assay, biochemical; higher % means a stronger effect; 0.3% of 340,000 active; inhibition, % at 25 µM; hits with a dose series show IC50 in µM; Genome polyprotein (Dengue virus type 2 (strain 16681-PDK53)); in the data active means a potency from the dose series; inconclusive means inhibition above about 29% without an active follow-up result
Lipid droplet = inhibitors of hepatocyte lipid droplet formation, primary screen, imaging, high-throughput imaging, BODIPY stain. AML12 mouse hepatocytes, oleate lipid droplets. inhibition, % at 6.5 µM. 0.4% of 240,000 active. AID 1656, 2009;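 active means lipid droplet intensity inhibited by at least 50%, with more than 500 cells counted; inconclusive means wells with under 300 cells, treated as cytotoxic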
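Assay system: AML12 hepatocytes (mouse); Probe or stimulus: oleic acid at 100 µM to induce lipid droplet formation; Dosing: compound at 6.5 µM only; Schedule: compound with oleate, overnight; Detection: fluorescence imaging, 20x objective, two fields per well; Measure: % inhibition of lipid droplet signal.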
LYP phosphatase = inhibitors of LYP phosphatase, biochemical, fluorescence intensity, uHTS (AID 1779); inhibition, % at 11.5 µM; hits with a dose series show IC50 in µM; 0.054% of 290,000 active; recombinant LYP phosphatase, fluorescence intensity; higher % means a stronger effect; Tyrosine-protein phosphatase non-receptor type 22 (Homo sapiens);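 further: plate controls were vehicle with enzyme for no effect and no enzyme for full effect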
Myeloid diff MLP = induction of myeloid progenitor differentiation, primary screen, cell-based, flow cytometry, MLPCN library | 1% of 360,000 active | AID 624256, 2012 | calls only at 10 µM | ER-HoxA9 myeloid progenitors, lysozyme-GFP differentiation;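 active means normalized GFP-positive differentiation at or above the plate's own cutoff, the solvent-only control mean plus 3 SD; inconclusive means no clear call, values can overlap the other calls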;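 further: cells exposed to compound for four days before flow analysis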
XIAP displacement = XIAP antagonists, biochemical, IAP family, fluorescence polarization (AID 1018); XIAP BIR domain, fluorescence polarization peptide displacement; higher % means a stronger effect; displacement, % at 20 µM; hits with a dose series show IC50 in µM; 0.007% of 200,000 active; in the data active means displacement above about 50%; further: a part of the inactive calls stands beside numbers as strong as those of hits
HEK293 NOD2/NF-kB = NOD2 signaling inhibitors, cell-based, luminescence, uHTS, HEK293 (AID 1566); HEK293 NOD2/NF-kB luciferase reporter, luminescence; higher % means a stronger effect; inhibition, % at 4 µM; hits with a dose series show EC50 in µM; 0.63% of 290,000 active; further: many of its hits are not listed in these tables
Lipid droplet cells 6.5 µM = also measured in Lipid droplet; calls as there; cell count; measured here: cell count, cytotoxicity flag;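 cells counted across two imaged fields per well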
Dengue-2 NS5 capping pilot replicate = recorded beside Dengue-2 NS5 capping, whose call it bears; inhibition, %; measured here: pilot screen replicate inhibition
Myeloid diff MLP GFP+ MAC1+ % = recorded beside Myeloid diff MLP, whose call it bears; GFP+ MAC1+ double positive, %; measured here: differentiation confirmed by MAC1 staining
* = called active by the depositor; i = inactive; ? = inconclusive; . = not tested or not shown; + = active, no number. Unless noted, no stated cut-off is given here; in the data, active means inhibition above about 50%; inactive means the rest. These rows are one share of the data; count on the stated rates, not on these rows.

SMILES	HIV peptide binding	AID2073	Siah-1 displacement	Dengue-2 NS5 capping	Lipid droplet	Lipid droplet cells 6.5 µM	LYP phosphatase	Myeloid diff MLP	Myeloid diff MLP GFP+ MAC1+ %	XIAP displacement	HEK293 NOD2/NF-kB	others
CC1=CC2=C(OC1N(C)C)c1cccc3cccc(c13)C2=O (configuration not stated)	20%	68%	12%	?	0	751	1%	i	3.0	4.7%	11%
Cc1ccc(SCc2[nH]nc3c2C2(CCSCC2)C(C#N)=C(N)O3)cc1	-1.9%	-8%	-5%	0%	-8	728	2%	i	3.1	-2.1%	2%
CC(C)c1ccc(/C=N/NC(=O)c2cc(-c3cccc([N+](=O)[O-])c3)n[nH]2)cc1	-3.1%	-3%	16%	9%	2	747	3%	i	0.1	.	-21%
COc1ccc(C(=O)NCCc2cn3ccccc3n2)cc1	-2.2%	3%	1%	6%	-8	629	-10%	i	0.5	.	3%
O=C(CSc1nnc(Cc2ccccc2)o1)Nc1ccc2c(c1)OCO2	-1.3%	-11%	-8%	8%	14	829	-10%	i	0.9	-7.7%	-35%
COc1ccc(NC(=O)c2ccccc2[N+](=O)[O-])cc1OC	0.7%	2%	-4%	-6%	0	704	-6%	i	1.1	-11%	16%
CN(C(=O)N1CCN(S(=O)(=O)c2ccccc2)CC1)c1ccccc1	2.9%	5%	4%	1%	3	696	-2%	i	0.5	-2.5%	-33%
CC(=O)Nc1ccc(NC(=O)C2CCCN2C(=O)Nc2ccccc2[N+](=O)[O-])cc1 (configuration not stated)	-0.1%	5%	3%	-4%	12	767	-7%	i	0.2	-9.5%	0%
O=C(CSc1nccn(-c2cccc(F)c2)c1=O)Nc1ccc(Cl)cc1F	3.1%	-1%	9%	11%	20	732	-4%	i	0.4	.	-1%
CCc1ccc(NC(=O)CSc2nc3ccsc3c(=O)n2CCC(=O)O)cc1	3.4%	10%	1%	5%	-6	670	-3%	i	0.0	.	4%
c1cc2c(cc1-c1[nH]ncc1CN1C[C@H]3CC[C@H]1C3)OCO2	0.4%	4%	-2%	-8%	-5	708	-1%	i	0.2	-4.0%	-3%
CC1CCCN(C(=O)C2CCN(S(=O)(=O)c3ccc4c(c3)CC(C)N4C(=O)C3CC3)CC2)C1 (configuration not stated)	2.2%	26%	-3%	-7%	0	676	-13%	i	0.0	.	29%
COc1ccc(CCNC(=S)Nc2ccccc2C)cc1	3.3%	1%	-3%	.	.	.	-4%	i	1.0	-2.2%	-16%
CN(C)Cc1c(O)ccc2occ(C(O)c3ccccc3)c12 (configuration not stated)	-2.6%	-11%	-3%	-3%	.	.	-7%	i	0.9	-3.7%	-3%
CN(CC(=O)Nc1ccccc1Cl)C(=O)COC(=O)Cc1c(F)cccc1Cl	0.0%	16%	8%	-1%	-20	685	-9%	i	4.7	.	4%
O=C(CCC(=O)c1ccccc1)NCCOc1ccccc1	0.6%	-3%	0%	-11%	-3	696	-4%	i	0.5	0.7%	-2%
CN(C)S(=O)(=O)c1cc(NC(=O)COC(=O)Cc2ccc(Cl)cc2Cl)ccc1Cl	0.4%	5%	2%	1%	4	658	5%	i	1.6	-8.9%	-1%
Cc1ccc(S(=O)(=O)Nc2nc(C)c(C(=O)NN)s2)cc1	4.9%	10%	4%	-6%	-2	757	4%	i	0.2	.	6%
O=C(Cc1ccc(NC2=NC3CS(=O)(=O)CC3S2)cc1)Nc1ccc(F)cc1 (configuration not stated)	-0.2%	7%	2%	-3%	6	762	-13%	i	2.7	.	20%
CCCC(=O)Nc1ccc(C(=O)NCc2ccccn2)cc1	-0.3%	12%	3%	2%	9	680	-6%	i	0.3	-4.4%	-6%
Cn1c(N/N=C/c2ccccc2)nc2sc3c(c2c1=O)CCC3	1.9%	4%	1%	-11%	.	.	4%	i	0.5	-8.4%	-9%
Cc1ccc(-n2c(SCC(=O)Nc3cccc(S(N)(=O)=O)c3)nc3ccccc32)cc1	-0.4%	8%	2%	-4%	-3	669	0%	i	0.4	-4.2%	23%
CCc1ccccc1NC(=O)C1CCCN1S(=O)(=O)c1ccc(-c2ccc(=O)[nH]n2)s1 (configuration not stated)	3.7%	22%	-5%	4%	3	761	-8%	i	1.1	.	24%
c1ccc2c(c1)oc1c(Nc3ccc4c(c3)OCO4)ncnc12	-1.6%	30%	7%	5%	.	.	-7%	i	0.2	-0.8%	-238%
CC(=O)c1ccc(C(C)(C)c2ccc(C(C)=O)s2)s1	16%	-5%	-4%	3%	.	.	-4%	i	0.0	-4.8%	8%
O=C(NN1C(=O)/C(=C/c2ccc(O)cc2)SC1=S)c1cccc(O)c1	48%	4%	-6%	?	-12	790	-11%	i	2.3	.	13%
CCc1ccc(N2CCN(C(=O)N3CCOCC3)CC2)cc1	1.6%	2%	10%	-9%	1	725	-9%	i	0.2	-2.7%	25%
O=C(NNC(=O)c1cc2ccccc2oc1=O)c1ccccc1	0.0%	-2%	2%	-3%	2	757	-6%	i	0.2	.	-37%
COc1cccc(CNCCOCCO)c1OC	-0.5%	5%	0%	-7%	.	.	-11%	.	.	-6.1%	8%
O=C(CCCN1C(=O)c2ccccc2C1=O)NCCN1C(=O)S/C(=C\c2cccs2)C1=O	1.1%	-4%	-4%	2%	4	704	-2%	i	0.8	-6.8%	12%
S=c1[nH]nc(CNc2ccc(Cl)cc2)n1Cc1ccccc1	0.1%	-8%	2%	-6%	11	728	-2%	i	0.1	-9.7%	19%
O=C1CCC(=O)N1c1ccc(-c2nc3sc4c(c3c(=O)o2)CCC4)cc1	-1.3%	21%	9%	-9%	3	708	-5%	i	0.5	.	25%
Cc1ccc(-c2ccc(=O)n(CC(=O)NCCCN3CCCCC3)n2)cc1	-0.9%	-4%	0%	-3%	.	.	-8%	i	1.0	-2.9%	17%
COc1ccc(S(=O)(=O)NCC(=O)NCc2cc(=O)n(C)c(=O)n2C)cc1	-0.6%	0%	4%	-2%	-1	720	-2%	i	0.6	.	-9%
O=C(O)c1c2c(nc3ccc(S(=O)(=O)N4CCC(C(=O)NCc5ccc(Cl)cc5)CC4)cc13)CCCC2	6.9%	10%	-3%	-4%	-28	819	-10%	i	1.0	.	16%
N#Cc1cc(NC(=O)c2ccc(F)cc2)c(=O)n2c1[nH]c1ccccc12	8.2%	14%	2%	.	-21	671	-1%	.	.	-3.1%	35%
COc1ccc(CCNC(=O)CC2Oc3ccc(Cl)cc3NC2=O)cc1OC (configuration not stated)	-1.1%	-4%	-6%	-1%	.	.	-8%	i	3.9	-3.0%	6%
CCC(=O)N(CCc1ccccc1)Cc1cc2cc(C)ccc2[nH]c1=O	-0.8%	-7%	6%	0%	-14	783	-6%	i	0.6	.	-2%
CC(=O)C1(C)N(O)C(C)(C)C(c2cccs2)=[N+]1[O-] (configuration not stated)	-1.2%	-47%	4%	.	6	719	-5%	i	0.1	-2.6%	-8%
CCN(CC)C(=O)COn1c(SCC(=O)N(CC)CC)nc2ccccc2c1=O	-2.3%	-11%	3%	-4%	0	753	-1%	i	1.5	3.7%	6%
CC1(C)CC(NC(=O)Cc2ccccc2)CC(C)(C)N1	0.3%	6%	-1%	6%	0	698	-9%	i	0.6	.	7%	Dengue-2 NS5 capping pilot replicate=-1.5
Cc1cccc(C(=O)Nc2ccc(C(=O)/C=C/c3ccncc3)cc2)c1	2.5%	0%	1%	-71%	2	836	-3%	i	2.1	.	-5%
COc1ccccc1NC(=O)c1cc(S(=O)(=O)NCc2ccccc2)ccc1F	-0.3%	-10%	-3%	-2%	5	675	-4%	i	0.5	-9.8%	8%
CCOc1ccccc1NC(=O)Nc1ccncc1	0.5%	1%	-3%	-3%	-2	836	-2%	i	1.2	.	1%
COn1c(C)c(C(C)=O)c2c3nonc3ccc21	-0.2%	12%	-1%	2%	.	.	-5%	i	0.9	-4.8%	22%
Cc1sc2ncnc(OCC(=O)Nc3ccc4c(c3)OCCO4)c2c1C	-1.8%	-7%	-7%	6%	34	781	-4%	i	0.7	-7.6%	-1%
Cc1cc(NC(=O)OC(C)C)ccc1-c1ccc(NC(=O)OC(C)C)cc1C	-1.1%	17%	-2%	-6%	3	724	-3%	i	0.3	.	18%
Cc1cc(NC(=O)CCC2CCCC2)no1	-2.2%	0%	-1%	-2%	0	748	-5%	i	1.6	0.7%	-14%
O=C(O)CS(=O)(=O)c1ccc(C(F)(F)F)cn1	0.1%	12%	2%	-8%	-11	686	3%	+	4.3*	-9.8%	-2%
CC12CCC(C(=O)Nc3cc(F)ccc3F)(CC1=O)C2(C)C (configuration not stated)	-2.3%	0%	3%	-2%	-1	694	-3%	i	0.9	-6.2%	-2%
CC1CN(CCOc2ccc(F)cc2)CC(C)O1 (configuration not stated)	-1.4%	15%	7%	.	0	786	-10%	i	0.1	.	-8%
Cc1cccc(-c2nnc3sc(-c4ccccc4)nn23)c1	-0.9%	3%	4%	-5%	.	.	4%	i	2.6	-6.6%	-13%
CCCOc1ccc2c(=O)c(-c3cc(C(=O)OC)oc3C)c(C)oc2c1	2.3%	14%	1%	-3%	.	.	6%	i	6.6	-1.7%	18%
CCN(CC)c1ccc(N=Cc2ccc(N(CC)CC)cc2O)cc1	6.3%	-4%	1%	-13%	-1	754	-6%	i	0.8	-5.3%	16%
COc1ccc(-c2nc(CS(=O)CC(=O)NC3CCCCCC3)c(C)o2)cc1 (configuration not stated)	2.1%	-14%	0%	-1%	0	706	-10%	i	0.5	.	-6%
COc1ccc(N2CS(=O)(=O)/C(=C/N(C)C)C2=O)cc1	-0.3%	5%	-2%	-6%	.	.	2%	i	0.6	-3.0%	-41%	Dengue-2 NS5 capping pilot replicate=-7.0
O=C1c2cccc3cccc(c23)C(=O)N1Nc1ccccc1	-2.6%	-12%	3%	-10%	-4	702	-9%	i	0.9	-15%	6%

Two compounds picked at random from the list so far:
SMILES	HIV peptide binding	AID2073	Siah-1 displacement	Dengue-2 NS5 capping	Lipid droplet	Lipid droplet cells 6.5 µM	LYP phosphatase	Myeloid diff MLP	Myeloid diff MLP GFP+ MAC1+ %	XIAP displacement	HEK293 NOD2/NF-kB	others
CC12CCC(C(=O)Nc3cc(F)ccc3F)(CC1=O)C2(C)C (configuration not stated)	-2.3%	0%	3%	-2%	-1	694	-3%	i	0.9	-6.2%	-2%
O=C1c2cccc3cccc(c23)C(=O)N1Nc1ccccc1	-2.6%	-12%	3%	-10%	-4	702	-9%	i	0.9	-15%	6%

Screening results: PubChem BioAssay, several laboratories
